Screens (PubChem BioAssay)
MMP-13 inhibitor: inhibitors of human MMP13. inhibition, % at 4 µM. hit rate 0.07% among 65,000. AID 570. MMP-13 fTHP FRET cleavage, Mca fluorescence. P45452;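 active = inhibition above the mean of compound-free control plate wells plus 3 SD, cut at about 14% in these data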;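 note: 0% = DMSO wells and 100% = wells with reference MMP-13 inhibitor after basal subtraction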
SF1 activator: activators of human nuclear receptor SF-1; hit rate 1.9% among 65,000; activation, % at 10 µM; CHO-K1 Gal4-SF-1 LBD luciferase reporter; % increase over DMSO SF-1-specific signal; AID 522; Q13285;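 active = activation above the mean activation of all tested compounds plus 3 SD, cut at about 50% in these data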
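Compound – one dose, 10 µM compound, 1% DMSO · Test system – transient Gal4-SF-1 LBD reporter, CHO-K1 · Input – 4,000 cells in each well · Read-out basis – percent activation relative to DMSO median and mock-transfected background · Replicates – single measurement per compound · Technique – steady-glow luciferase luminescence, read after 15 min reagent incubation · Timing – 20 h compound treatment, 37 °C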
A340 absorber: absorbance at 340 nm; compound absorbance at 340 nm, fold over control; fold change at 10 µM; 65,000 tested, under 10 active; AID 708;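 active = at 10 µM dose, initial 340 nm absorbance at least 2 fold that of control wells; inactive = change under 2 fold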;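 note: initial absorbance extrapolated from kinetic A340 decline of NADH oxidation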
TNAP act mid DEA: human TNAP activation, intermediate phosphate acceptor; P05186; purified TNAP, CDP-star luminescence, 100 mM DEA, 30 min; stronger effect = higher value; scale: 0 levamisole-inhibited, 1 vehicle-only enzyme; activation factor at 20 µM; 64,000 tested, under 10 active;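 active = activation factor of at least 2 at 20 µM, relative to controls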
Target sequence (P05186 whole entry, looked up): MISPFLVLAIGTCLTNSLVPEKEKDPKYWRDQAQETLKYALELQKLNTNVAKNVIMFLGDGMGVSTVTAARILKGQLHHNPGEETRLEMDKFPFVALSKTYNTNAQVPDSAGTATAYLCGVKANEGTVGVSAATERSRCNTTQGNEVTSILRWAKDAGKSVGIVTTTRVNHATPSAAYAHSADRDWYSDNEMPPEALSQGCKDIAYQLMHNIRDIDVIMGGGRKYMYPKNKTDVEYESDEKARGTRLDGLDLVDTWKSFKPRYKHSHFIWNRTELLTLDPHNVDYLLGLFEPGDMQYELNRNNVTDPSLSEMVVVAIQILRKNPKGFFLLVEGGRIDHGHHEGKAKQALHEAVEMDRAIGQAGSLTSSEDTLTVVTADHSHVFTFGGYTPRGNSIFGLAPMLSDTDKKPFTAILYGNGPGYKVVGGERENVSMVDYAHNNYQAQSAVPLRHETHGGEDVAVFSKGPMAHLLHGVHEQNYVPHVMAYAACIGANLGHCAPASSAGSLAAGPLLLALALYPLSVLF
RORA act: activators of human nuclear receptor RORA; P35398; CHO-K1 Gal4-RORA LBD luciferase reporter, luminescence; percent increase over mock-subtracted basal signal; activation, % at 10 µM; hit rate 1.5% among 65,000; AID 560;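 active = activation above the mean of all tested compounds plus 3 SD, cut at about 49% in these data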;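 note: 0% = DMSO-treated RORA cells and 100% = added signal equal to DMSO minus mock-transfected cells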
NADH enzymes: inhibition of NAD/NADH coupling enzymes, library profiling. coupled PK/LDH NADH assays, four targets. IC50, µM (titrated, usually from 10 µM), for the others: at the top dose inhibition. hit rate 0.02% among 65,000;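 active = single-dose screening hits from any of four coupled enzyme assays that gave an IC50 when retested across doses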;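 note: the DPM-DC format reads NADH fluorescence rather than 340 nm absorbance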
5HT1a ag: activates the human 5-HT1a serotonin receptor; P08908; CHO 5-HT1a Ga15 NFAT-bla reporter, FRET ratio; 0% basal, 100% maximal reference agonist; activation, % at 10 µM; hit rate 0.56% among 65,000;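 active = activation above the screen-wide mean activation plus 3 SD, cut at about 19% in these data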;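 note: 0% = DMSO wells and 100% = 5-CT at EC100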
Fluor 339 460: intrinsic fluorescence of library compounds, ex339/em460 – biochemical, MLSMR library, data from DPM-DC assay, artefact control, profiling panel | compound autofluorescence, ex339/em460 nm, NADH buffer; stronger effect = higher value; 1 = no-compound wells, NADH background | hit rate 5.5% among 65,000 | fluorescence fold increase at 10 µM | AID 709;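 active = at 10 µM, mean starting fluorescence two-fold or more over control wells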;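 note: signal is the first read of a kinetic run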
5HT1a antag: blocks the human serotonin 5-HT1a receptor | P08908 | CHO 5-HT1a Ga15 NFAT-bla reporter, antagonist mode | inhibition, % at 10 µM | hit rate 0.68% among 62,000 | AID 612;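 active = inhibition above the mean of all tested compounds plus 3 SD, cut at about 43% in these data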;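 note: receptor stimulated by 5-CT agonist at 100 nM near EC80; beta-lactamase reporter measured by ratiometric fluorescence of a cleavable substrate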
* marks the source's active call; other numbers are inactive results; / = no result given; [ ] = another dose, or the depositor's remark. This is a random part of the collection; overall some 8.9% were active at least once.

SMILES	MMP-13 inhibitor	SF1 activator	A340 absorber	TNAP act mid DEA	RORA act	NADH enzymes	5HT1a ag	Fluor 339 460	5HT1a antag
CC(C)=CCC(C)(C)C1OCCN1C(=O)Nc1ccccc1 (configuration not stated)	1	-13	1	0.9	-13	6%	-2.7	1.1	9
O=S(=O)(c1ccc2c(c1)nc1n2CCC1)N1CCOCC1	1	11	1	1	-22	2%	-1.2	1.1	9
CCc1nnc(NC(=O)C2CC(=O)N(CCc3ccccc3)C2)s1 (configuration not stated)	-2	-8	1	0.9	2	6%	-2.9	1	-11
COc1cccc(C2CC(c3ccc(Cl)cc3Cl)n3nc(N)nc3N2)c1 (configuration not stated)	-4	-7	1.1	1	5	5%	-0.4	1.1	19
O=C(CN1C(=O)COc2ccccc21)NCCN1CCc2ccccc2C1	2	-1	1	0.9	21	2%	5.6	1.1	4
COc1ccc2nc(CC(C)(C)CC(=O)O)c[n+]([O-])c2c1	-61[fluorescence artefact?]	19	1	1	0	6%[fluoresces]	-2.1	2.9*	16
CC(C)CC(=O)N1CCN(S(C)(=O)=O)CC1	2	-13	1	1	9	2%	-2.7	1.1	4
CCCC(c1nnnn1Cc1ccco1)N1CCN(C2CCCC2)CC1 (configuration not stated)	0	-2	0.99	0.9	-19	9%	-0.2	1	18
CC(=O)Nc1cccc(Oc2ccc(-c3noc(C)n3)cc2)c1	-5	49	0.99	0.8	43	5%	2.1	1.1	6
COc1ccc(C(=O)Nc2cc(-c3nn4c(C)nnc4s3)ccc2C)cc1	5	2	1	1	-16	3%	0.4	1.1	15
CCN(CCNC(=O)C1CCCN(S(=O)(=O)c2cnc[nH]2)C1)c1ccccc1 (configuration not stated)	5	-11	0.98	1	-6	5%	-3.2	1	-13
Cc1cc(C)n(-c2ncnc3c2oc2ccccc23)n1	-1	-6	1	0.9	-10	9%	-2.8	1.1	-4
Cc1cc(C)c(C#N)c(SCC(=O)Nc2ccccc2C(N)=O)n1	-5	26	1	0.9	30	3%	-1.6	1.1	8
CCC(=O)N1CCCc2cc(S(=O)(=O)N3CCCc4ccccc43)ccc21	2	4	0.98	0.9	-21	4%	-2.2	1	8
CCOC(=O)N1CCN(C(=O)C(NC(=O)c2ccc(CC)cc2)C(C)C)CC1 (configuration not stated)	-2	7	1	0.9	-9	6%	-0.1	1.1	-4
Cn1c(=O)c2cc(S(=O)(=O)NCCC(=O)Nc3ccc(Cl)cc3)ccc2n(C)c1=O	1	-5	0.99	1	-16	5%	-1.8	1.1	-7
Cc1cc(C)c2c(n1)SCC(=O)N2CC(=O)NCCC1=CCCCC1	4	-23	1	0.9	-3	4%	-2.2	1.1	10
CN(C)S(=O)(=O)c1ccc(C(=O)N2CCC(c3nc4ccccc4o3)CC2)cc1	2	6	0.97	0.9	16	2%	-1.8	1	7
COc1ccc(NC(=O)Cn2nc3n(c2=S)CCC3)cc1	2	-8	0.99	1	15	6%	-2.1	1.1	9
COc1cc(NS(=O)(=O)c2ccc3c(c2)oc(=O)n3C)cc(OC)c1OC	-4	18	1	0.9	9	4%	-0.6	1.1	-14
CCN1CCN(C(=O)Nc2ccc(Cc3ccc(NC(=O)N4CCN(CC)CC4)cc3)cc2)CC1	6	-9	1	0.9	-3	3%	-3.1	1.1	-7
COCCCN1C(=O)C(=O)/C(=C(/O)c2ccc(OC)cc2)C1c1cccc(OC)c1 (configuration not stated)	0	4	1.1	0.9	1	8%	-2.0	1.1	-4
O=C(NC1CCCCC1)c1ccc2c(=O)n(CC3CCCO3)c(=O)[nH]c2c1 (configuration not stated)	-10	2	1	1	-3	9%	-3.1	2.1*	0
N#CC1=C2SCN(Cc3ccco3)CN2C(=O)CC1c1ccc(Cl)cc1 (configuration not stated)	3	12	1.1	1	-14	7%	-5.5	1.1	15

11 structures from above, sorted by count of non-hydrogen atoms, low to high.
SMILES	MMP-13 inhibitor	SF1 activator	A340 absorber	TNAP act mid DEA	RORA act	NADH enzymes	5HT1a ag	Fluor 339 460	5HT1a antag
Cc1cc(C)n(-c2ncnc3c2oc2ccccc23)n1	-1	-6	1	0.9	-10	9%	-2.8	1.1	-4
COc1ccc(NC(=O)Cn2nc3n(c2=S)CCC3)cc1	2	-8	0.99	1	15	6%	-2.1	1.1	9
CC(=O)Nc1cccc(Oc2ccc(-c3noc(C)n3)cc2)c1	-5	49	0.99	0.8	43	5%	2.1	1.1	6
Cc1cc(C)c(C#N)c(SCC(=O)Nc2ccccc2C(N)=O)n1	-5	26	1	0.9	30	3%	-1.6	1.1	8
Cc1cc(C)c2c(n1)SCC(=O)N2CC(=O)NCCC1=CCCCC1	4	-23	1	0.9	-3	4%	-2.2	1.1	10
N#CC1=C2SCN(Cc3ccco3)CN2C(=O)CC1c1ccc(Cl)cc1 (configuration not stated)	3	12	1.1	1	-14	7%	-5.5	1.1	15
COc1cc(NS(=O)(=O)c2ccc3c(c2)oc(=O)n3C)cc(OC)c1OC	-4	18	1	0.9	9	4%	-0.6	1.1	-14
CCN(CCNC(=O)C1CCCN(S(=O)(=O)c2cnc[nH]2)C1)c1ccccc1 (configuration not stated)	5	-11	0.98	1	-6	5%	-3.2	1	-13
CN(C)S(=O)(=O)c1ccc(C(=O)N2CCC(c3nc4ccccc4o3)CC2)cc1	2	6	0.97	0.9	16	2%	-1.8	1	7
Cn1c(=O)c2cc(S(=O)(=O)NCCC(=O)Nc3ccc(Cl)cc3)ccc2n(C)c1=O	1	-5	0.99	1	-16	5%	-1.8	1.1	-7
CCN1CCN(C(=O)Nc2ccc(Cc3ccc(NC(=O)N4CCN(CC)CC4)cc3)cc2)CC1	6	-9	1	0.9	-3	3%	-3.1	1.1	-7

(cont.)
SMILES	MMP-13 inhibitor	SF1 activator	A340 absorber	TNAP act mid DEA	RORA act	NADH enzymes	5HT1a ag	Fluor 339 460	5HT1a antag
c1ccc(CCc2nc(-c3ccccn3)no2)cc1	1	35	1.1	0.9	54*	5%	-2.9	1.1	-14
COC(=O)CCC(=O)Nc1ccccc1C(N)=O	2	-13	1.1	0.9	-22	1%	-0.2	1.1	1
CC(C)CSc1nnc2[nH]c(=O)cc(N)n12	-1	-12	0.98	/	-5	9%	16	0.95	-12
Cc1ccc(CNC(=O)CNS(=O)(=O)c2cccc3nsnc23)cc1	2	5	1	0.9	-11	3%	-4.5	1.1	-1
O=C(Cc1c(O)c2ccccc2[nH]c1=O)NCc1ccc(F)cc1	-15	-9	0.98	0.9	-24	3%	0.0	1.1	-1
